# 12-LOX inh – Primary qHTS assay for inhibitors of human arachidonate 12S-lipoxygenase (ALOX12): Round 2 | Potency, µM (top dose mostly 108 µM), inactives show at the highest dose activity change, negative = inhibition, hits mostly inhibitors | Polyunsaturated fatty acid lipoxygenase ALOX12 (Homo sapiens), P18054 | purified 12hLO, xylenol orange hydroperoxide absorbance | actives 1.1% (n = 580,000); active = well fitted inhibition curve with a large enough effect; inconclusive = small, poorly fitted or top-dose-only effect, or another doubt; inactive = no such curve, though single readings can be large or run the other way
# Target sequence (P18054 whole entry, looked up): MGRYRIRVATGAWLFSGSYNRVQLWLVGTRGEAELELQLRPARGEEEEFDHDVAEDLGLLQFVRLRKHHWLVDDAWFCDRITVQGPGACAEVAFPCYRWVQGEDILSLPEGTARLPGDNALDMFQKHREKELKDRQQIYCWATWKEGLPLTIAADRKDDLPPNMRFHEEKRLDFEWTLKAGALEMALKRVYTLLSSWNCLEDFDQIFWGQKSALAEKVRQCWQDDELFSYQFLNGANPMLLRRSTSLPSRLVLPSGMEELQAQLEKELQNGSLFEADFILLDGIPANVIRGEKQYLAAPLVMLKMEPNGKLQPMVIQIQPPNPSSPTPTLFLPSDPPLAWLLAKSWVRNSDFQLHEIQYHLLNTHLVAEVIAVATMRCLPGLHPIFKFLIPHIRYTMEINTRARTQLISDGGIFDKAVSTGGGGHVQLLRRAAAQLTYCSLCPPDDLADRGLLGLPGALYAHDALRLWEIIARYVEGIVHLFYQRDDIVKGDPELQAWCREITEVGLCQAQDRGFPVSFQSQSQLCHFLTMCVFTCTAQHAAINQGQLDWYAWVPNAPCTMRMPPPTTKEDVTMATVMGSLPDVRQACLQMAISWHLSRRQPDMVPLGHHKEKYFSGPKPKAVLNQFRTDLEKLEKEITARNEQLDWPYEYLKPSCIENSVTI
#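 Purified human 12hLO (150 nM final) in 25 mM Hepes, 0.01% Triton X-100, pH 7.0 was preincubated 15 min at room temperature with compound. Then 40 uM arachidonic acid was added, 30 min. Hydroperoxide was read by Fe-XO absorbance ratio 573/405 nm.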
# The depositor's hits bear a star; ? = inconclusive; [ ] = another dose, or the depositor's remark. % is scaled to controls: 0 for no effect and ±100 for the full control effect; potency is read from the fitted curve at half-maximal effect. Some of the compounds tested (hit frequency here may not be typical).
SMILES,12-LOX inh
COc1ccccc1S(=O)(=O)NCc1ccc(C(=O)Nc2ccc(N3CCCCC3)cc2)cc1,?
O=C(NCCNC(=O)c1nc2ccccc2c(=O)[nH]1)c1ccccn1,52%[activator]
Cc1cccc(NC(=O)N2CCC(CCNS(=O)(=O)c3c(C)cc(C)cc3C)CC2)c1,2%
Cn1cc(Cc2ccc(C(=O)N3CCCCC3)cn2)c2ccccc21,-14%
N#Cc1cccc(NC(=O)N2Cc3[nH]cnc3C[C@H]2c2nc(-c3ccc(Cl)cc3)no2)c1,39%
Cc1cc2c(c(-c3cnccn3)c1)OC(CNC(=O)c1cc(Cl)ccc1F)C2 (stereo not given),3%
CON(C)C(=O)C(C)(C)CC#CCN(CC#Cc1ccccc1)S(=O)(=O)c1ccc(C)cc1,-9%
CCNC(=O)NC(=O)COC(=O)c1cc(C)nc2ccccc12,?
CC(C)N1C(=O)CO[C@H](c2ccc(NC(=O)c3cnccn3)cc2)[C@H]1CO,21%[176 µM]
COc1ccc(OC2CCN(C(C)=O)CC2)c(C(=O)NCc2cc3ccccc3[nH]2)c1,?
CCc1ccc(-c2csc(NC(=O)c3nn(C)c(=O)c4ccccc34)n2)cc1,3%
Fc1ccc(-c2noc(-c3ccccc3)n2)cc1,3%
O=C(NC1CCCCC1)N1Cc2[nH]cnc2C[C@H]1c1nc(-c2ccc3c(c2)OCO3)no1,?
CC1=C[C@@H](CNS(=O)(=O)c2cccc(C#N)c2)[C@H](C(C)C)C[C@H]1CC(=O)Nc1ccccn1,3%
CC(C)NC(=O)N1CNC(=O)C12CCN(C(=O)[C@@H](N)c1ccccc1)CC2,?
COc1cc(=O)n2c(c1C(=O)N(C)Cc1nonc1C)CCN(C(=O)c1ccc(C)c(C)c1)CC2,12%
COCCn1c(N2CCN(Cc3ccc(Br)cc3)CC2)nc2c1c(=O)[nH]c(=O)n2C,-6%
O=C(c1ccsc1)N1CCC2(CC1)N=C(c1ccc(Cl)cc1)NO2,1%
CCC(C)(C(=O)NC1CCCCC1)N(Cc1cccs1)C(=O)c1ccc2c(c1)OCO2 (stereo not given),?
O=C(Nc1nonc1-c1ccc2c(c1)CCCC2)c1ccco1,-23%
Cc1nnc(-c2cc(-c3ccc(N4CCOCC4)cc3)ccn2)n1C1CCCCC1,1%[176 µM]
CNC(=O)c1ccc(-c2nc(CN3CCN(S(=O)(=O)c4ccc(OC)cc4)CC3)c(C)o2)cc1,5%
CCOc1ccccc1NC(=O)c1cc2ccccc2o1,-3%
Cc1ccc(CNC(=O)[C@H](Cc2ccccc2)NC(=O)c2ccco2)n1C,9%
CCOC(=O)[C@]12CCC=C1N(Cc1ccc(Cl)cc1Cl)C(=O)[C@H](CC(=O)NCCc1ccccc1OC)C2,-3%
CC1Cc2ccccc2N1C(=O)CN1CCN(S(=O)(=O)c2ccc3c(c2)OCCCO3)CC1 (stereo not given),-5%
COc1ccc2[nH]c(C(=O)NC(C)C(=O)Nc3nc(C)cs3)cc2c1OC (stereo not given),-2%
COc1cccc(-c2ccc(O)c(CNCc3cccc(OC)c3OC)c2)n1,39%[activator]
COCC(=O)NC[C@@H]1C=C(C)[C@H](Cc2nc3ccc(Cl)cc3[nH]2)C[C@H]1C(C)C,4%[176 µM]
O=C1OC(O)c2cccc3cccc1c23 (stereo not given),-1%
O=S(=O)(C/C=C/c1ccccc1)c1ccccc1,50%
CN(C)Cc1nnc(C2CCN(C(=O)CCNS(C)(=O)=O)CC2)n1C,?
CN(C)c1ccc(CN(C)C2CCc3ccccc3C2)cc1 (stereo not given),41%[activator][176 µM]
COc1ccccc1CCn1cnc(-c2cccc(F)c2)c1CC(C)C,?
c1csc(CN2Cc3[nH]cnc3C[C@H]2c2nc(-c3ccncc3)no2)c1,78%[activator][176 µM]
NC(=O)C(Oc1cc(Cl)ccc1Cl)c1ccccc1 (stereo not given),-11%
Cc1noc(C)c1S(=O)(=O)NCCc1noc(-c2ccccc2)n1,34%[activator]
O=S(=O)(NCCCn1ccc2ccccc21)c1ccc(F)cc1,-1%
O=C(O)C1CCN(C(=O)CCl)CC1,?
O=C(c1ccco1)N1CCC2(CC1)CN(Cc1ccccc1)CC2CO (stereo not given),50%[activator]
O=C1CC2(CCN(C(=O)c3ccccc3)CC2)Oc2cc(Cl)ccc21,26%
O=C(NC1CCCCCC1)C1CCCN(C(=O)Cc2c[nH]c3ccccc23)C1 (stereo not given),?
Cc1cccc(N(Cc2ccccc2)C(=O)c2cnccn2)c1,-5%
CCCCOc1ccc(C(=O)N2CCC(Cc3nc(-c4cnccn4)no3)CC2)cc1,30%
CCOC(=O)[C@]12CCC=C1N(CCC1=CCCCC1)C(=O)[C@H](CC(=O)N1CCCCC1)C2,2%
COc1cc(C#N)ccc1OC(C)C(=O)c1ccc2c(c1)CCC2 (stereo not given),51%[activator]
Cc1ncsc1CN1C(=O)CO[C@H](c2ccc(NS(C)(=O)=O)cc2)[C@H]1CO,4%[176 µM]
CCCCn1c(=O)[nH]c(=O)c2c1nc(CSc1nnnn1C1CC1)n2CC,-5%
O=[N+]([O-])c1cccc2nc(/C=C/c3ccc(O)cc3)ccc12,?
CC(=O)Nc1ccc(CN2CCC3(CC2)CNC(=O)c2ccccc2O3)cc1,11%[6.33 µM]
# The list goes on.
SMILES,12-LOX inh
c1ccc(C[C@H]2CN=C(Nc3ccccc3)N2CC2CCCC2)cc1,-5%
Cn1cc(CC(=O)N2CCCc3ncc(C(=O)Nc4cccc(C(F)(F)F)c4)cc32)c2ccccc21,12%
O=C(c1ccccc1F)N1CCN(C(=O)c2nnn3c2COC(c2ccc(Cl)cc2)C3)CC1 (stereo not given),15%
CC(=O)Nc1ccc(NC(=O)C(C)n2nnc(-c3ccc(C(C)C)cc3)n2)cc1 (stereo not given),-24%
C=CCNC(=O)c1nn(Cc2ccccc2)c(=O)c2ccccc12,?
OC1CCN(C2CCN(Cc3cccc(Cn4cccn4)c3)CC2)CC1,28%
COC(=O)CNC(=O)C1CCc2nnc(C3CCN([S+](=O)([O-])c4ccccc4)CC3)n21 (stereo not given),-4%[6.33 µM]
Cc1ccc(N2CCC3(CCCN3Cc3ccc(C4CCCO4)s3)CC2)nn1 (stereo not given),36%[activator]
CC(OC(=O)c1cc[n+]([O-])cc1)C(=O)c1ccc(C(C)(C)C)cc1 (stereo not given),-20%
CCOP(=O)(OCC)c1nc(C(c2ccccc2)c2ccccc2)oc1NCc1cccnc1,?

# In a second layout: results already given
12-LOX inh,Compound
-5%,c1ccc(C[C@H]2CN=C(Nc3ccccc3)N2CC2CCCC2)cc1
12%,Cn1cc(CC(=O)N2CCCc3ncc(C(=O)Nc4cccc(C(F)(F)F)c4)cc32)c2ccccc21

# Further records.
SMILES,12-LOX inh
Cc1ccc([C@H]2C[C@@H](n3cc(-c4ccc(F)cc4)nn3)[C@H](O)CN2C(=O)c2cccs2)cc1,?
COc1ccc(-c2noc(CC3CCN(C(=O)COc4ccc(C)cc4)CC3)n2)cc1,6%
O=C(CNc1cccc(S(=O)(=O)N2CCCCC2)c1)Nc1ccc(N2CCCC2)cc1,?
O=C(CCC1CCCN(Cc2cccnc2)C1)Nc1ccccc1F (stereo not given),-18%
Cn1c(C(=O)N2CCC(C(N)=O)CC2)cc2ccccc21,7%
COc1ccc(CC(N)c2csc(NC(=O)c3cc(C(C)(C)C)oc3C)n2)cc1 (stereo not given),?
O=C(C[C@@H]1C[C@H]2O[C@H](CNCc3ccccc3OC(F)(F)F)[C@@H](O)[C@H]2O1)N1CCOCC1,-38%
COc1ccc(C(O)c2nc(-c3cccc(F)c3)cs2)cc1 (stereo not given),-33%
COc1ccc(C(=O)Cn2c(C)cc(=O)n3c4ccccc4nc23)cc1OC,-17%
CNC(=O)NC(=O)CSc1cc(C)c2cccc(C)c2n1,12%

# Reprinted at random: three compounds from above
SMILES,12-LOX inh
O=C(CCC1CCCN(Cc2cccnc2)C1)Nc1ccccc1F (stereo not given),-18%
O=C(CNc1cccc(S(=O)(=O)N2CCCCC2)c1)Nc1ccc(N2CCCC2)cc1,?
COc1ccc(-c2noc(CC3CCN(C(=O)COc4ccc(C)cc4)CC3)n2)cc1,6%

# Next section.
SMILES,12-LOX inh
CC(SC(C)c1c(F)cccc1F)C(=O)NC(N)=O (stereo not given),-41%
N#Cc1ccc(CN2CCn3c(nn(-c4ccc(F)cc4F)c3=O)C2)cc1,-2%
Cc1noc(C)c1[S+](=O)([O-])N1CCC2(CC1)CC(=O)N(c1ccccc1)c1ccccc1O2,28%
Cc1ccc(-c2ccc(=O)n(CC(=O)Nc3c(C)cccc3C)n2)cc1S(=O)(=O)N1CCCCC1,?
CC(C)Cc1cn(CC2CCCN(C(=O)c3ccc4c(c3)CCO4)C2)nn1 (stereo not given),27%
COc1ccccc1-c1nnc([C@H]2CCN(C(C)=O)C2)o1,12%[176 µM]
COc1cc(C)c(CN2C[C@H](Sc3nc4ccccc4[nH]3)C[C@H]2C(=O)N(C)C)cc1C,?
c1ccc(CN2CCc3c(sc4c3c(N3CCOCC3)nc3nnnn34)C2)cc1,-7%
CN=c1scc(-c2cccs2)n1/N=C/c1ccccc1,14%
O=C(NCc1nnc2n1CCCC2)[C@H]1CNC[C@H](C(=O)N2CCOCC2)C1,25%
Cc1cc(C)cc(CC(=O)N2CCC2(C)C(=O)NS(=O)(=O)c2cccc(F)c2)c1 (stereo not given),?
CCn1c(COc2ccc(Cl)c(C)c2)n[nH]c1=S,?
C[C@H](CO)N1C[C@H](C)[C@@H](CN(C)C(=O)CCCN(C)C)OCc2cn(nn2)CCCC1=O,2%
c1cc(OCc2ccc3c(c2)OCCO3)ccc1CNCC1CCCO1 (stereo not given),-27%
CCCCNC(=O)c1nc2cc(C)c(C)cc2nc1-c1cccc(OC(F)(F)F)c1,13%
CC1CCCN(c2ccc3ncccc3c2[N+](=O)[O-])C1 (stereo not given),14%
Cc1cc(C)c(S(=O)(=O)Nc2ccc(S(=O)(=O)C3CCCC3)cc2)c(C)c1,?
Cc1cc(C)n(-c2ccc(C(=O)OCC(=O)NC(=O)NC3CCCC3)cc2)n1,5%
O=[N+]([O-])c1cc(S(=O)(=O)Nc2ccccc2NS(=O)(=O)c2cccs2)ccc1Cl,?
Cc1cc(C(=O)N[C@H]2[C@H](O)[C@H](O)C[C@@H]2c2ccccc2)c(C(F)(F)F)o1,?
N#Cc1ccccc1COC(=O)C1(c2ccccc2)CC1,1%
CCN1C(=O)CCN(Cc2cccc(OC)c2OC)CC12CCOCC2,23%
O=C(O)c1cc2c(ncc3c(=O)n(-c4ccccc4)[nH]c32)s1,-25%
O=C1NC[C@@H](CCCCN2CCN(CCc3ccc(O)cc3)C(=O)C2=O)N(CCC2CCCCC2)C1=O,?
CC(C)(C)C(=O)N1CCC2(CC1)OCC(C(=O)NCc1ccco1)N2C(=O)c1ccc(F)cc1 (stereo not given),26%
CCOc1ccccc1C1NC(=O)N(CC(=O)Nc2ccccc2C(C)C)C2=C1C(=O)OC2 (stereo not given),-18%
O=C(C1CCCC1)N1CCN(c2nc3ncccc3o2)CC1,19%[176 µM]
COc1ccccc1Oc1ncccc1CNCc1c(F)cccc1Cl,11%
CN1CCN(c2nccc3[nH]c(-c4ccccc4Cl)nc23)CC1,0%
CN(CC1CCOC1)C(=O)Nc1ccccc1Cl (stereo not given),28%

# Arranged by value in 12-LOX inh (lowest first): some entries from above.
SMILES,12-LOX inh
O=C(O)c1cc2c(ncc3c(=O)n(-c4ccccc4)[nH]c32)s1,-25%
Cn1cc(Cc2ccc(C(=O)N3CCCCC3)cn2)c2ccccc21,-14%
N#Cc1cccc(NC(=O)N2Cc3[nH]cnc3C[C@H]2c2nc(-c3ccc(Cl)cc3)no2)c1,39%

# Additional records:
SMILES,12-LOX inh
CCCC(=O)N1CCC2(CC1)CC(N(Cc1ccc(F)cc1)C1CC1)CCO2 (stereo not given),-5%
COc1ccc(C(=O)N2[C@@H]3CC[C@H]2CC(NC(=O)c2ccncc2)C3)cc1 (stereo not given in full),43%[activator]
O=C(c1ccc(N2C(=O)c3ccccc3C2=O)cc1)N1CCN(S(=O)(=O)c2ccccc2F)CC1,26%
COC(=O)Cn1c(SC(C)C(=O)c2ccc(F)c(F)c2)nc2ccccc2c1=O (stereo not given),?
O=C(CSc1nc2ccccc2s1)Nc1cc(F)ccc1F,7%
O=C(CCC1CCN(S(=O)(=O)N2CCCC2)CC1)Nc1ccccc1Cl,61%[activator]
O/N=C/c1ccccc1OCc1ccccc1,-4%
O=C1NCCOCCN(S(=O)(=O)c2cccs2)[C@@H]2CCCC[C@H]12,?
O=C(NCc1n[nH]c(=O)c2ccccc12)c1cc(Cl)ccc1Cl,-38%
CNCC(=O)N1CCC2(CC1)CN(Cc1ccccc1)CC2CO (stereo not given),31%

# Part of the list above, with values ahead of the structure:
12-LOX inh | smiles
? | COC(=O)Cn1c(SC(C)C(=O)c2ccc(F)c(F)c2)nc2ccccc2c1=O (stereo not given)
7% | O=C(CSc1nc2ccccc2s1)Nc1cc(F)ccc1F
61%[activator] | O=C(CCC1CCN(S(=O)(=O)N2CCCC2)CC1)Nc1ccccc1Cl
-4% | O/N=C/c1ccccc1OCc1ccccc1
? | O=C1NCCOCCN(S(=O)(=O)c2cccs2)[C@@H]2CCCC[C@H]12
-38% | O=C(NCc1n[nH]c(=O)c2ccccc12)c1cc(Cl)ccc1Cl

# Further compounds follow.
SMILES,12-LOX inh
O=C(CCC1CCCN(C(=O)Cc2c[nH]c(=O)[nH]c2=O)C1)Nc1ccccc1F (stereo not given),-27%
Cn1nccc1C(=O)N1C[C@@H](Oc2cccnc2)C[C@H]1C(=O)NC1CC1,21%
O=C1CO[C@H]2CN(Cc3ccc4c(c3)OCO4)C[C@H]2N1Cc1ccccn1,31%[activator][176 µM]
CC1(C)C[C@@]2(C)CCC3=CC(=O)C=C[C@@]32O1,0%
CCN(CC)C(=O)CSc1nn(C)c2nc3c(c(=O)n12)C(C)(CC)Cc1ccccc1-3 (stereo not given),?
CCCOc1c(C(=O)OC)sc2ccc(NC(=O)c3ccccc3)cc12,10%
